Pf apPOL block – Pf-apPOL inhibitors, biochemical, fluorescence | Plasmodium falciparum apicoplast DNA polymerase (apPOL) | Recombinant Pf-apPOL, molecular beacon fluorescence, 1.5 h | inhibition, % at 10 µM | 210,000 compounds, 0.25% hits
mHTT-CaM PPI inh – mutant huntingtin-calmodulin interaction inhibitors – biochemical, AlphaScreen, primary screen; P42858; AlphaScreen His-mHTT/GST-CaM binding, luminescence; inhibition, % at 15 µM; 190,000 compounds, 3.6% hits;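 also: 0% = both proteins with DMSO and 100% = one protein alone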
Target sequence (P42858 whole entry, looked up, stated change not applied): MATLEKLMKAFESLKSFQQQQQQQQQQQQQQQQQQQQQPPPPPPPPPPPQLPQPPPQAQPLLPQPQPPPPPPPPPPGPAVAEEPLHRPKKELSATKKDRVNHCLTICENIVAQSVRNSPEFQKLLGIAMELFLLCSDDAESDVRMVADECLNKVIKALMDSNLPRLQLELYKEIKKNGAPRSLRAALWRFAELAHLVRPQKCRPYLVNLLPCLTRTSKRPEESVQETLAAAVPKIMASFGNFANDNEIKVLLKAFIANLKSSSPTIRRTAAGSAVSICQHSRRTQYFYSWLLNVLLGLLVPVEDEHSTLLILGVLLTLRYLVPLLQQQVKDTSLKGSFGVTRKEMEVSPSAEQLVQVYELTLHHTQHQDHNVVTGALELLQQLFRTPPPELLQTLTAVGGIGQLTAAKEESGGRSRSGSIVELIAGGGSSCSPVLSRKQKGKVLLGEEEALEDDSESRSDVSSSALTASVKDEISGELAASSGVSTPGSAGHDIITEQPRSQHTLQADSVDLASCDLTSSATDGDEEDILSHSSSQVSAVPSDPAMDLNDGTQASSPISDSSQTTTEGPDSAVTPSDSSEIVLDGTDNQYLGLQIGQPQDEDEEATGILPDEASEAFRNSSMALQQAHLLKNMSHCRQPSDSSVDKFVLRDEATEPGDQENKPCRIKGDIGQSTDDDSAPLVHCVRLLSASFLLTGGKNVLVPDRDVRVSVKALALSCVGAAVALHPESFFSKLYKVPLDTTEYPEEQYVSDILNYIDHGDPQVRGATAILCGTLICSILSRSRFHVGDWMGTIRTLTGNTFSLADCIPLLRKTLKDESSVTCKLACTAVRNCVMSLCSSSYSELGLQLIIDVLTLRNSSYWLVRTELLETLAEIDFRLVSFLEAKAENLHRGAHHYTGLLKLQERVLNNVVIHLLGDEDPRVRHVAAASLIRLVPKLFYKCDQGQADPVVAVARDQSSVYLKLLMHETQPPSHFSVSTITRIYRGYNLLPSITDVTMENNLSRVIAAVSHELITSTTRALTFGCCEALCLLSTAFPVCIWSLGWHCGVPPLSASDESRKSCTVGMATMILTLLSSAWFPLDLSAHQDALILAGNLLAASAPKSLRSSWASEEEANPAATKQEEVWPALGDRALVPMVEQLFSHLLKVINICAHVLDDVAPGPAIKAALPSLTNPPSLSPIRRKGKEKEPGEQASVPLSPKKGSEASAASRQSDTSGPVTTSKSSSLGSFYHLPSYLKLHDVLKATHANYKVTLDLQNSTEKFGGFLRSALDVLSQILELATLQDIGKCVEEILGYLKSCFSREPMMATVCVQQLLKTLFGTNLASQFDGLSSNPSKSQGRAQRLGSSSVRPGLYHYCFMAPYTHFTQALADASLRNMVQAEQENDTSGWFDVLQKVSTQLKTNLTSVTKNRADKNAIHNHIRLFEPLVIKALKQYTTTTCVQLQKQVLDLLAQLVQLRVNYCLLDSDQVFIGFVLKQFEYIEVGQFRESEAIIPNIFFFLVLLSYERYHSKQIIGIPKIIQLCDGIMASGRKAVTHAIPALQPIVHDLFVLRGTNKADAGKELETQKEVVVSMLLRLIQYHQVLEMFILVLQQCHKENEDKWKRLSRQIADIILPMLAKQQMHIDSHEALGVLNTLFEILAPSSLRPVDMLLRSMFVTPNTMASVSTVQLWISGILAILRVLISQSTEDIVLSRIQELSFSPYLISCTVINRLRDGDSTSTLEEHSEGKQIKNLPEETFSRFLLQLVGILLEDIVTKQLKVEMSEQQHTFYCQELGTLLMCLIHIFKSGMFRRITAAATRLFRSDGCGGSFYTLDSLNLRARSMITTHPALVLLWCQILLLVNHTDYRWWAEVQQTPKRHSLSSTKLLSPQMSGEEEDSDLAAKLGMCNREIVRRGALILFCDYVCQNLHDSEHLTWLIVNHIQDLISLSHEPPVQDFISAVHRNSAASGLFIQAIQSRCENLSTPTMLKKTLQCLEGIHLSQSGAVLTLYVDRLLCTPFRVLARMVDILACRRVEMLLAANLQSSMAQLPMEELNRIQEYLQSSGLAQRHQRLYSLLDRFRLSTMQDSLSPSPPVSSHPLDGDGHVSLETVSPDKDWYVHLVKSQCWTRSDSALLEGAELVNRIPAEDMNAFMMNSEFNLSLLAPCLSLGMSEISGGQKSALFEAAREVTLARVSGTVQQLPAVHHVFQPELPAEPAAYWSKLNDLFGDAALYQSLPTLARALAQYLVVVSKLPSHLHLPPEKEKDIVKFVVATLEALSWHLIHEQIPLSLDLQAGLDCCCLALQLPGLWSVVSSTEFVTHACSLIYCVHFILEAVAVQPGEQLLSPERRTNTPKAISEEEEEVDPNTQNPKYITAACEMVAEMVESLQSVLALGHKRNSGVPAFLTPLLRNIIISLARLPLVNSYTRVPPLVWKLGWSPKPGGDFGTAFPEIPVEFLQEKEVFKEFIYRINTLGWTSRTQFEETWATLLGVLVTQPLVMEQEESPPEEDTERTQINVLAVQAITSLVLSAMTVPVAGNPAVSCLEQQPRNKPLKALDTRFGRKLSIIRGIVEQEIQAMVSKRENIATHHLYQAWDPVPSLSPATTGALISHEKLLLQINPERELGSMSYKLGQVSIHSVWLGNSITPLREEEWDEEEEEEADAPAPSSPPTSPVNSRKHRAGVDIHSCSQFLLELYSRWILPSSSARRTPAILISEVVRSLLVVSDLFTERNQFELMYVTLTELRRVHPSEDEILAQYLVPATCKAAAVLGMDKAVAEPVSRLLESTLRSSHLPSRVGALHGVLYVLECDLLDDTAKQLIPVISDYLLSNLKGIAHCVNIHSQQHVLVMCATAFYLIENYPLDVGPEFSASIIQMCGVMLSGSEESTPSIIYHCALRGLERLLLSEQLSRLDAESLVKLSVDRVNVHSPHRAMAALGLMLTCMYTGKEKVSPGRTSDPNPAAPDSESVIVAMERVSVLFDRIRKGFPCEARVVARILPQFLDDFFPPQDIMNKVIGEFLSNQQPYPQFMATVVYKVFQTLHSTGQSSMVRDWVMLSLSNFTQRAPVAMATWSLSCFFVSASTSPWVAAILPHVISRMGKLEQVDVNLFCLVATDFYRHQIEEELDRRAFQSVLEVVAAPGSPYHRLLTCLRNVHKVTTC
Numbers without * were called inactive; x = no result given; & = joins results of further samples. Rule as the data show it: active = inhibition above about 50%; inactive = the rest.

SMILES | Pf apPOL block | mHTT-CaM PPI inh
COc1ccc(Cl)cc1C(=O)NCC1CC(=O)N(c2ccc(F)cc2)C1 (stereo not drawn) | -14 | -3
Cc1cc(C)nc(NC(=O)c2cccc([N+](=O)[O-])c2)c1 | -4 | 0
O=C(NCc1cccnc1)c1cc2ccccc2c(=O)o1 | -8 | -4
COC(=O)c1ccc(CN2CCN(Cc3nc4ccccc4n3Cc3ccccc3)CC2)o1 | -19 | 44
Cc1sc2ccn(C)c(=O)c2c1C(=O)NC1CCCCC1 | 5 | -5
CC(C)N1Cc2cc(C(=O)NCc3ccccc3)sc2C1 | -2 | -11
Cc1ccc(C(=O)Nc2ccc(NC(=O)c3ccco3)cc2)cc1C | -7 | -2
CCCNC(=O)N1CCC(c2nc3cccnc3n2CCC)C1 (stereo not drawn) | -6 | 12
C=CCSc1nc(O)c(C(c2ccccc2)c2ccccc2)c(=O)[nH]1 | -4 | -7
O=C(NCc1cccnc1)c1cnn2c(-c3ccccc3)ccnc12 | -2 | -8
O=C(CSc1nc2sc3c(c2c(=O)[nH]1)CCCC3)NCc1cccnc1 | -6 | 0
COc1cc([N+](=O)[O-])c(OC)cc1N1C(=O)CCC1=O | 4 | -2
O=C(NCc1[nH]nc2ccccc12)c1ccsc1 | -2 | -11
O=C1CSC(c2cc3c(cc2[N+](=O)[O-])OCO3)N1c1cccc(F)c1 (stereo not drawn) | 4 | 16
COc1ccc(NC(=O)C2=C(C)Nc3ncnn3C2c2cc(OC)ccc2OC)cc1 (stereo not drawn) | -2 | -2
COc1ccc2c(c1)C[C@]1(C)c3ccccc3C(=O)N(Cc3ccccc3)[C@H]21 | 1 | -5
O=C(CC(c1ccccc1)C1([N+](=O)[O-])C(=O)c2ccccc2C1=O)c1ccccc1 (stereo not drawn) | -3 | -18
Cc1ccn2cc(CNS(=O)(=O)c3ccc(-c4ccccc4)cc3)nc2c1 | -8 | -17
O=C(Nc1ccccc1F)C1COc2ccccc2C1 (stereo not drawn) | -4 | -11
CC1Oc2ccccc2C=C1C=C1Oc2c(ccc(O)c2CN(C)C)C1=O (stereo not drawn) | -11 | 26
Cc1cc(C2C(C#N)=C(N)N(c3c(F)cccc3F)C3=C2C(=O)CC(C)(C)C3)c(C)s1 (stereo not drawn) | 2 | 20
Cc1cc(NC(=O)C2CC(c3cccc(Br)c3)=NO2)n(-c2ccccc2)n1 (stereo not drawn) | -2 | 1
CN(C)c1ccc(C=NCC2(O)CCOC(C)(C)C2)cc1 (stereo not drawn) | -5 | 1
COc1ccc(C(=O)Nc2nc3ccc(S(C)(=O)=O)cc3s2)cc1[N+](=O)[O-] | 3&-6 | 4&9
Cc1ccccc1C(=O)Nc1sc2c(c1C(=O)NCc1ccco1)CCCC2 | -1 | -18
O=C1NCCN1CCNS(=O)(=O)c1cccc2nonc12 | -5 | x
CCOc1ccccc1OCCOc1ccc(C=O)cc1OC | -10 | -4
CCC(C)Nc1nc(C)nc2c1c(C)nn2-c1ccc(C)cc1 (stereo not drawn) | 8 | -21
Cc1ccc(Cl)cc1N1CCN(c2ncnc3c2nc2n3CCCC2)CC1 | 1 | 99*
O=C(CCc1nnc(-c2cccc(C(F)(F)F)c2)[nH]c1=O)N1CCCCC1 | -2 | -3
CCC(Sc1nc(N)c(C#N)c(-c2ccccc2)c1C#N)C(=O)Nc1cc(C)on1 (stereo not drawn) | 2 | 1
CCN1CCN(C(=O)Nc2ccc(Cc3ccc(NC(=O)N4CCN(CC)CC4)cc3)cc2)CC1 | -18 | 12
Cc1nc2ccc(Br)cc2c(=O)o1 | 4 | x
Cc1cc(C)c2c(n1)nn1c(Nc3ccccc3)cc(C)nc21 | -6 | -9
CCCCC(CC)CNC(=O)CCn1c(=O)[nH]c2ccsc2c1=O (stereo not drawn) | 0 | -3
NC(=S)NN=Cc1cccc([N+](=O)[O-])c1 | 79* | 0
CCC(=O)N1CCc2cc(-c3ccc(C(=O)N4CCCC4)cc3)ccc21 | -1 | -2
Brc1cccc(-c2noc(CSc3nccn3-c3ccccc3)n2)c1 | 0 | 63*
Cc1ccc(C)c(S(=O)(=O)N2CCC(CN3CCC(C)CC3)CC2)c1 | 1 | -14
Cc1cc(C)nc(NS(=O)(=O)c2ccc(NC(=O)CSc3nncn3C)cc2)n1 | 4 | -1
COc1ccc(S(=O)(=O)NCc2ccc(F)cc2)cc1 | 2 | -5
CCN(CC)S(=O)(=O)N1CCCC(C(=O)NCCC2=CCCCC2)C1 (stereo not drawn) | -8 | -4
O=C(NC1CCCCCC1)c1cc2nc(-c3ccco3)cc(C(F)(F)Cl)n2n1 | 0 | 0
Cn1c(SCC(=O)Nc2ccc(Br)cc2)nnc1-c1cccc(N)c1 | -2 | 10
CCC12CN3CC(CC)(CN(C1)C3c1ccc(C(C)C)cc1)C2=O (stereo not drawn) | -2 | -18
O=C(/C=C/c1ccc(Cl)cc1Cl)Nc1cnc2ccccc2c1 | 0 | 25
COc1ccc(NC(=O)N2CCCC2c2cc(C)no2)cc1OC (stereo not drawn) | -6 | -4
Cc1ccc(C(=O)Nc2cc(-c3ccccn3)no2)c(C)c1 | -2 | 2
CCCOc1ccc(/C=C2\SC(=O)N(CN3CCCCC3)C2=O)cc1 | -2 | 7
CC(C)N(Cc1cccs1)C(=O)C1C2CC3OC(=O)C1C3C2 (stereo not drawn) | -4 | -2
Remaining list, next part.
SMILES | Pf apPOL block | mHTT-CaM PPI inh
Cc1cc(O)c(C(C[N+](=O)[O-])c2ccc(Cl)cc2Cl)c(=O)o1 (stereo not drawn) | 2 | 3
CCC(NC(C)=O)c1cccc(Br)c1 (stereo not drawn) | -8 | -4
CC(=NOC(=O)c1cc2ccccc2s1)c1cc[nH]c1 | -8 | x
CC(=O)NCCc1csc(C2CCCN(C(=O)c3ccc(Cl)s3)C2)n1 (stereo not drawn) | -4 | -7
O=C(Cn1cnc([N+](=O)[O-])c1[N+](=O)[O-])Nc1ccc(Cl)cc1 | 3 | 0
CCc1cccc(C)c1NC(=O)CCCC(=O)O | -5 | -2
O=C(NCCCN1CCCCC1)C1CCCN(c2ncnc3c2nc2n3CCCCC2)C1 (stereo not drawn) | -1 | 2
CCOc1cccc(CNC(=O)C2CCc3nc(N4CCN(C(C)=O)CC4)sc3C2)c1 (stereo not drawn) | -3 | 16
O=C(c1ccc(S(=O)(=O)N2CCOCC2)cc1)N1CCN(c2ccc(F)cc2)CC1 | -7 | 0
O=C(CN1CCC(c2nc(-c3ccc(F)cc3)no2)CC1)NCc1ccc2c(c1)OCO2 | -5 | -1
O=C(Cc1cc(-c2ccco2)on1)Nc1ccc(F)c(F)c1F | 36 | 11
S=c1[nH]nc(CN2c3ccccc3Sc3ccccc32)n1-c1ccccc1 | -7 | x
Cn1nc(-c2cccc(NS(=O)(=O)c3cccnc3)c2)ccc1=O | -2 | -10
COc1ccc(C)cc1NC(=O)c1nn(-c2ccccc2OC)c(=O)c2ccccc12 | -7 | 5
Cc1ccc(CNC(=O)C2CCCN(C(=O)c3cccc(Cl)c3)C2)cc1 (stereo not drawn) | -4 | 31
O=C(c1ccc(Sc2cccc(Cl)c2)c([N+](=O)[O-])c1)N1CCN(c2ccccn2)CC1 | -7 | 20
COc1ccc(-c2nc3cc(NC(=O)C4CCCCC4)ccc3o2)cc1 | -4 | 6
CCC(Sc1nncn1C)C(=O)N1c2ccccc2Sc2ccccc21 (stereo not drawn) | -8 | 1
COc1ccccc1NC(=O)N1CCCC1c1ccccc1C (stereo not drawn) | -5 | -1
CCSc1oc(-c2ccccc2)nc1S(=O)(=O)c1ccc(C)cc1 | -6 | -2
CCN1C(=O)c2cccnc2Sc2cc(CNC(=O)c3ccccc3)ccc21 | -2 | 7
CCOc1ccccc1CNC(=O)c1snc(C(=O)N2CCCC2)c1N | -4 | -3
C=CCc1ccccc1OCc1nnc(NC(=O)Nc2ccccc2)s1 | 2 | 2
CCOC(=O)c1cccc(NC(=O)N2CCC(n3c(CC)nc4cccnc43)C2)c1 (stereo not drawn) | -2 | 0
O=[N+]([O-])c1ccc(CN2CCC(Cc3ccccc3)CC2)o1 | -9 | -27
COc1cc(Cn2ccnc2)c(OC)cc1Cn1ccnc1 | x | -2
Cc1cc(C)c(S(=O)(=O)NCCC2CCN(C(=O)c3ccccc3)CC2)c(C)c1 | -4 | 48
O=C(NCc1ccc(F)cc1)C1CCN(c2cncnc2N2CCCC2)CC1 | -4 | 12
CC(C)c1ccc(S(=O)(=O)NCc2ccsc2)cc1 | -6 | -28
NC(=O)c1cc2cc(Br)ccc2oc1=Nc1ccc(C(F)(F)F)cc1 | 8 | -2
CCC1Oc2ccc(NC(=O)C(C)C)cc2CN(Cc2ccccc2F)C1=O (stereo not drawn) | -2 | 0
CC(=O)N(C)c1ccccc1C(=O)O | -3 | -4
C#CC(C)(CC)NC(=O)c1cc2ccccc2oc1=O (stereo not drawn) | -3 | -2
COc1ccc(NC(=O)c2noc3c2CCC3)cc1OC | -4 | 18
CC(=O)Oc1ccc2c(=O)c(Oc3ccccc3)c(C(F)(F)F)oc2c1C | 2 | -2
COc1ccc(CC(=O)Nc2cc(Cl)ccc2C(=O)O)cc1 | 0 | 1
COc1cccc(CNS(=O)(=O)c2c(C)n[nH]c2C)c1 | 2 | -4
O=C(NCC(O)c1ccoc1)c1ccc2c(c1)OCO2 (stereo not drawn) | -4 | 0
Cc1ccc(CS(=O)(=O)CCC(=O)NCc2ccccc2Cl)cc1 | -4 | -7
CCOc1ccccc1Oc1coc2cc(OCC(=O)OC(C)(C)C)ccc2c1=O | -4 | -6

Next section; it opens with the two that closed the last part.
SMILES | Pf apPOL block | mHTT-CaM PPI inh
Cc1ccc(CS(=O)(=O)CCC(=O)NCc2ccccc2Cl)cc1 | -4 | -7
CCOc1ccccc1Oc1coc2cc(OCC(=O)OC(C)(C)C)ccc2c1=O | -4 | -6
O=C(Nc1c(-c2ccccc2)nc2sccn12)c1ccccc1 | -4 | 1
O=C(NCC1CCN(Cc2ccsc2)CC1)NC1CC1 | 4 | -2
COc1ccccc1CNC(=O)C1c2ccccc2CC(=O)N1C(C)C (stereo not drawn) | -4 | -4
O=C(CSc1ncccc1-c1nc2ccccc2[nH]1)NCC1CCCO1 (stereo not drawn) | -9 | 13
O=C(Nc1ccccc1)c1nc[nH]c1C(=O)Nc1ccccc1 | -8 | -7
CC(C)N1C(=O)Cc2ccccc2C1C(=O)NCc1ccc(F)cc1Cl (stereo not drawn) | 4 | -6
O=C(c1cc(-c2ccc3c(c2)OCO3)on1)N1CCCC1c1ccc(F)cc1 (stereo not drawn) | 2 | -7
COCC(=O)Nc1ccc2c(c1)CCC(=O)N2CC(C)C | -2 | 1
COC(=O)C1CN(Cc2cn(CCOC(C)=O)nn2)CCS(=O)(=O)N1Cc1ccc(F)cc1 (stereo not drawn) | 0 | -6
CC(C)(C)c1ccc(C(=O)NCCC(=O)N2CCC3(CC2)OCCO3)cc1 | 1 | 3

Ordered by formula weight (low to high): part of the list above
SMILES | Pf apPOL block | mHTT-CaM PPI inh
NC(=S)NN=Cc1cccc([N+](=O)[O-])c1 | 79* | 0
COc1cc(Cn2ccnc2)c(OC)cc1Cn1ccnc1 | x | -2
CC(C)N1Cc2cc(C(=O)NCc3ccccc3)sc2C1 | -2 | -11
Cc1cc(C)c2c(n1)nn1c(Nc3ccccc3)cc(C)nc21 | -6 | -9
O=C(Nc1ccccc1)c1nc[nH]c1C(=O)Nc1ccccc1 | -8 | -7
CCC(C)Nc1nc(C)nc2c1c(C)nn2-c1ccc(C)cc1 (stereo not drawn) | 8 | -21
CCOc1ccccc1OCCOc1ccc(C=O)cc1OC | -10 | -4
O=C(NCc1cccnc1)c1cnn2c(-c3ccccc3)ccnc12 | -2 | -8
Cc1ccc(C(=O)Nc2ccc(NC(=O)c3ccco3)cc2)cc1C | -7 | -2
COc1ccc(-c2nc3cc(NC(=O)C4CCCCC4)ccc3o2)cc1 | -4 | 6
O=C(CSc1ncccc1-c1nc2ccccc2[nH]1)NCC1CCCO1 (stereo not drawn) | -9 | 13
Cc1ccc(CNC(=O)C2CCCN(C(=O)c3cccc(Cl)c3)C2)cc1 (stereo not drawn) | -4 | 31
CC(C)(C)c1ccc(C(=O)NCCC(=O)N2CCC3(CC2)OCCO3)cc1 | 1 | 3
Cc1ccccc1C(=O)Nc1sc2c(c1C(=O)NCc1ccco1)CCCC2 | -1 | -18
CCOc1ccccc1Oc1coc2cc(OCC(=O)OC(C)(C)C)ccc2c1=O | -4 | -6
O=C(c1ccc(S(=O)(=O)N2CCOCC2)cc1)N1CCN(c2ccc(F)cc2)CC1 | -7 | 0
O=C(NCCCN1CCCCC1)C1CCCN(c2ncnc3c2nc2n3CCCCC2)C1 (stereo not drawn) | -1 | 2
O=C(c1ccc(Sc2cccc(Cl)c2)c([N+](=O)[O-])c1)N1CCN(c2ccccn2)CC1 | -7 | 20

(listing goes on)
SMILES | Pf apPOL block | mHTT-CaM PPI inh
Cc1ccc(C(O)=C2C(=O)C(=O)N(c3ccccn3)C2c2ccc([N+](=O)[O-])cc2)cc1 (stereo not drawn) | -6 | 30
COC(=O)C1=COC(OC2OC(CO)C(O)C(O)C2O)C2C(C)CC(=O)C12 (stereo not drawn) | -14 | x
CC(C)C(=O)NC(c1ccco1)c1cc([N+](=O)[O-])c2cccnc2c1O (stereo not drawn) | -19 | 100*
COc1ccnc2cc(Cl)ccc12 | x | -10
CCc1cccc(NC(=O)N2CCC(c3nc4ccncc4n3C(C)C)C2)c1 (stereo not drawn) | -1 | 4
NC(=O)c1c(NC(=O)C2CCCN(C(=O)Cc3ccccc3F)C2)sc2c1CCCC2 (stereo not drawn) | -5 | 45
CCNC(=O)N(Cc1ccccc1)Cc1cccnc1 | -11&-4 | x
CCn1c(=O)c(-c2ccc(C(=O)NC3CCCCC3)cc2)nc2ccccc21 | -6 | -4
Cc1ccc2c(c1)N(Cc1ccc(C(=O)NCc3cccnc3)cc1)C(=O)CO2 | 0 | 17
Cc1ccc(NC(=O)c2cccc(Cl)c2Cl)cc1 | 3 | -7
C=CCOc1ccccc1/C=C1\C(=O)NN(c2ccc(C)c(Cl)c2)C1=O | -3 | 27
COc1cc(C(=O)NC2CCCC2)cc(OC)c1OC | 1 | -4
CCn1cc(C(=O)Nc2ccc(OC)c(Cl)c2)c(=O)c2ccc(C)nc21 | -7 | -4
CC(=O)c1cccc([N+](=O)[O-])c1 | -4 | -4

Assay outcomes: PubChem, University of Kansas High Throughput Screening Laboratory
